ssDAF12 agonist = S. stercoralis DAF-12 nuclear receptor activators, primary screen, cell-based, luminescence, HEK293, GRIP1 co-expression, lit1-tk-luc; Nuclear hormone receptor DAF-12 (Strongyloides stercoralis); HEK293 ssDAF-12/GRIP1 lit1-tk-luc reporter; % of 3 µM dafachronic acid response; activation, % at 6.8 µM; hit rate 1% among 370,000; AID 652126, 2013;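 active means activation above the mean over all tested compounds plus 3 SD, cut at about 0.9% in these data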;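 further: 0% = DMSO-only wells and 100% = 3 µM delta7-dafachronic acid wells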
sPLA2-III inh = human group III sPLA2 inhibitors, primary screen, biochemical, QFRET, BODIPY PC-A2 liposome substrate; QFRET BODIPY PC-A2 liposome hydrolysis, fluorescence; inhibition, % at 12.2 µM; hit rate 0.56% among 370,000; AID 743126, 2013;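 active means inhibition above mean plus 3 SD of compounds lying within the high and low control bounds, cut at about 19% in these data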;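 further: 0% = median of test compound wells and 100% = no enzyme DMSO wells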
Target sequence (Q9NZ20 whole entry, looked up): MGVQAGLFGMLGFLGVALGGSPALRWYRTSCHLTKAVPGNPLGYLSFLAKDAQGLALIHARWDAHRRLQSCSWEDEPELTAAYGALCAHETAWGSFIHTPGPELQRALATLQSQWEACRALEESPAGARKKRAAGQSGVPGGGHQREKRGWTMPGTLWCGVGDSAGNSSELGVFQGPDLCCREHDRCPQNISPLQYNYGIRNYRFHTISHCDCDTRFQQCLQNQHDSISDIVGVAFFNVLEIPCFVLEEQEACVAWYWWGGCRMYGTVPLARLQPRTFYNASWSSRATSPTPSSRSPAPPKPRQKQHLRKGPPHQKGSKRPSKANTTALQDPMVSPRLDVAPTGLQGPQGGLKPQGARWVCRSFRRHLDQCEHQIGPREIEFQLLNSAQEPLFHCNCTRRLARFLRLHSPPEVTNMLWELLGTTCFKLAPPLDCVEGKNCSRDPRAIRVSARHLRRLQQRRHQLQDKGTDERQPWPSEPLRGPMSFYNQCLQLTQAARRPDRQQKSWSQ
NPR1 activator = GC-A stimulated cGMP production enhancers – HEK293 GC-A cells, cGMP TR-FRET, EC30 ANP, primary screen; Atrial natriuretic peptide receptor 1 (Homo sapiens), P16066; 0% at EC30 ANP, 100% saturating ANP; activation, % at 10 µM; hit rate 0.14% among 370,000; AID 1671463, 2021; in the data active means activation above about 40%
hgDAF-12 ag = H. glycines DAF-12 receptor agonists, primary screen, cell-based, luminescence, HEK293, GAL4 fusion, UAS-luciferase | HEK293 GAL4-hgDAF12 UAS-luciferase reporter, agonist luminescence; normalized to butyrate control | activation, % at 6.8 µM | Nuclear hormone receptor DAF-12 (Heterodera glycines), GAL4 fusion | hit rate 1.8% among 370,000;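 active means activation above a cutoff set at the mean of all screened compounds plus 3 SD, cut at about 10% in these data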;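 further: 0% = DMSO wells and 100% = sodium butyrate wells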
DAX1 inh-1 = DAX1 (NR0B1) inhibitors, primary screen, cell-based, HEK293, Gal4-DAX1, luciferase luminescence. HEK293 Gal4-DAX1 luciferase reporter. inhibition, % at 6.75 µM. hit rate 0.99% among 340,000. AID 504766, 2011;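 active means inhibition above the mean over all tested compounds plus 3 SD, cut at about 4.2% in these data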;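 further: 0% = DAX1-transfected cells with DMSO and 100% = empty-vector control cells with DMSO; inhibition shows as a rise in luminescence from relieved DAX1 repression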
Target sequence (P51843 207-470 limits assumed): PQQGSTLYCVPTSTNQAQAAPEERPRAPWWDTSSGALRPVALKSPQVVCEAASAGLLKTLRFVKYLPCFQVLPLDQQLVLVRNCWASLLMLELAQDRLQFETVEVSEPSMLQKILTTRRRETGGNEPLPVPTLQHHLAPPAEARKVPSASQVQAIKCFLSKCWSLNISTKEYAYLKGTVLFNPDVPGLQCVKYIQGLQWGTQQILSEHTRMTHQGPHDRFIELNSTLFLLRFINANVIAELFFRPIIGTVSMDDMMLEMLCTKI
SMARCA2 act = SMARCA2 (BRM) function activators, primary screen, cell-based, luminescence, high throughput; activation, % at 9.1 µM; MG213 cells, MMTV-luciferase reporter, dexamethasone, overnight; hit rate 1% among 370,000; in the data active means activation above about 7.8%;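 further: 0% = vehicle wells and 100% = reference activator wells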
GAA850 FXN act = FXN promoter activators, primary screen, cell-based, luciferase luminescence, HEK293 lucGAA850 | activation, % at 6 µM | AID 540364, 2011 | hit rate 0.56% among 360,000 | HEK293 lucGAA850 FXN promoter luciferase reporter, 24 h; percent of 10 µM SAHA response;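 active means activation above the average of all compounds screened plus 3 SD, cutoff fixed separately per campaign, cut at about 7.5% in these data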;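 further: 0% = DMSO wells and 100% = 10 µM SAHA wells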
GC-B act = human GC-B receptor activators, primary screen, HEK293 GC-B cells, cGMP TR-FRET, EC30 CNP | Atrial natriuretic peptide receptor 2 (Homo sapiens), P20594 | hit rate 0.11% among 370,000 | 0% at EC30 CNP, 100% saturating CNP | AID 1920062, 2024 | activation, % at 10 µM;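 active means activation at 10 µM reaching about 35% in either raw or pattern-adjusted values, limit read from the data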
proKLK7 act = proKLK7 zymogen activators, primary screen, biochemical, fluorescence intensity; Kallikrein-7 (Homo sapiens), P49862; activation, % at 7 µM; hit rate 0.9% among 370,000; purified proKLK7, EDANS-DABCYL substrate fluorescence; 100% is mature enzyme control, 0% vehicle; AID 652039, 2013;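 active means activation above the mean of all tested compounds plus 3 SD, computed per campaign excluding outliers beyond control limits, cut at about 13% in these data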
Target sequence (P49862 whole entry, looked up): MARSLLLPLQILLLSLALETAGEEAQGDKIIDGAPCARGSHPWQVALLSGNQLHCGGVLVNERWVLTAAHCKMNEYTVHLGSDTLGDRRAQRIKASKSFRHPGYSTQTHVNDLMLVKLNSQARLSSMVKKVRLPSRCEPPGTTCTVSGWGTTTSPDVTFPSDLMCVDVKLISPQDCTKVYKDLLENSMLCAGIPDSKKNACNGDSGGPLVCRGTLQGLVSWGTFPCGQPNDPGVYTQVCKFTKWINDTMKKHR
hcDAF12 agonist = H. contortus DAF-12 nuclear receptor activators, primary screen, cell-based, luminescence, HEK293, lit1-tk-luc reporter; activation, % at 6.8 µM; hit rate 1.4% among 370,000; HEK293 hcDAF-12 lit1-tk-luc reporter; 0% DMSO, 100% Δ7-dafachronic acid;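 active means activation above the mean of all tested compounds plus 3 SD, cut at about 5.5% in these data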;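 further: 100% = response to 3 µM Δ7-dafachronic acid high control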
DAX1 inh-2 = DAX1 (NR0B1) inhibitors on StAR promoter, primary screen, cell-based, luminescence, SF-1 (NR5A1), full-length DAX-1 | HEK293T StAR-luciferase reporter, SF-1/DAX-1 repression relief | inhibition, % at 6.8 µM | hit rate 1.1% among 370,000 | AID 652010, 2013;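 active means inhibition above the mean over all tested compounds plus 3 SD, cut at about 3.6% in these data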;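 further: 0% = DAX-1 cells with DMSO and 100% = cells lacking DAX-1 with DMSO; higher inhibition means more luminescence from relief of DAX-1 repression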
Numbers without * were called inactive.

Results for S=c1[nH]nc(-c2cc(-c3ccccc3)n[nH]2)n1/N=C/c1cccc(Cl)c1 ?
ssDAF12 agonist: -1.9; sPLA2-III inh: 14; NPR1 activator: 14; hgDAF-12 ag: 0.9; DAX1 inh-1: 1.9; SMARCA2 act: 2; GAA850 FXN act: 3.9; GC-B act: -14; proKLK7 act: -0.1; hcDAF12 agonist: -1.4; DAX1 inh-2: -0.1

Results for CC(=O)OC[C@@H]1CN(Cc2ccccc2)C[C@H](n2cnc3c(NCc4ccco4)ncnc32)O1 ?
ssDAF12 agonist: -1.1; sPLA2-III inh: -16; NPR1 activator: 1; hgDAF-12 ag: 1.4; SMARCA2 act: -4; GAA850 FXN act: -2.5; GC-B act: -4; proKLK7 act: 1.4; hcDAF12 agonist: 1.0; DAX1 inh-2: -1.6

How did CCn1c(SCCC(=O)O)nnc1-c1cccnc1 do in these assays?
ssDAF12 agonist: -1.0; sPLA2-III inh: 4; NPR1 activator: 2; hgDAF-12 ag: -1.7; DAX1 inh-1: -0.2; SMARCA2 act: -1; GAA850 FXN act: 0.3; GC-B act: 1; proKLK7 act: 0.0; hcDAF12 agonist: 1.2; DAX1 inh-2: -0.5

What do the screens show for `Cc1nc(SCC(=O)Nc2ccc(N3CCOCC3)cc2)nc(C)c1C`?
ssDAF12 agonist: -1.3; sPLA2-III inh: -3; NPR1 activator: -1; hgDAF-12 ag: -0.8; DAX1 inh-1: 0.1; SMARCA2 act: 0; GAA850 FXN act: -0.2; GC-B act: -1; proKLK7 act: -0.5; hcDAF12 agonist: -1.8; DAX1 inh-2: 0.0

How did Cc1ccc(-c2c(C)c(-c3ccc(F)cc3)nc(N)c2C#N)o1 do in these assays?
ssDAF12 agonist: -1.3; sPLA2-III inh: -5; NPR1 activator: 14; hgDAF-12 ag: -1.4; DAX1 inh-1: 0.0; SMARCA2 act: 1; GAA850 FXN act: 5.8; GC-B act: 12; proKLK7 act: -10; hcDAF12 agonist: -1.7; DAX1 inh-2: -0.1

How did CCOC(=O)c1c(NC(=O)CSc2nnnn2-c2ccccc2)sc2c1CC(C)(C)NC2(C)C do in these assays?
ssDAF12 agonist: -1.6; sPLA2-III inh: -49; NPR1 activator: 2; hgDAF-12 ag: 0.6; DAX1 inh-1: -0.1; SMARCA2 act: 5; GAA850 FXN act: 3.5; GC-B act: 7; proKLK7 act: -0.2; hcDAF12 agonist: -3.0; DAX1 inh-2: -2.2

What do the screens show for `COCCNC(=O)C1CCCN(c2nn3c(=O)cc(C)nc3s2)C1` (stereo not given)?
ssDAF12 agonist: -1.2; sPLA2-III inh: 1; NPR1 activator: -2; hgDAF-12 ag: -0.6; DAX1 inh-1: -0.8; SMARCA2 act: 2; GAA850 FXN act: -0.9; GC-B act: 2; proKLK7 act: -0.1; hcDAF12 agonist: -1.1; DAX1 inh-2: -0.3

How did NNC(=O)CSc1nc(-c2ccccc2)nc2c1CCCC2 do in these assays?
ssDAF12 agonist: -1.5; sPLA2-III inh: 1; NPR1 activator: -4; hgDAF-12 ag: 4.5; DAX1 inh-1: 0.8; SMARCA2 act: -5; GAA850 FXN act: -0.5; GC-B act: -4; proKLK7 act: -0.3; hcDAF12 agonist: -1.5; DAX1 inh-2: -0.1

How did Cc1ccc(-c2nc3ccc(Br)cn3c2Cc2ccccc2)cc1 do in these assays?
ssDAF12 agonist: 0.6; sPLA2-III inh: -7; NPR1 activator: 1; hgDAF-12 ag: 14*; SMARCA2 act: 4; GC-B act: -1; proKLK7 act: 0.3; hcDAF12 agonist: 3.1; DAX1 inh-2: 5.4*

Results for Cc1ccccc1N(CC(=O)Nc1ccccc1C(=O)O)S(C)(=O)=O ?
ssDAF12 agonist: -1.0; sPLA2-III inh: -4; NPR1 activator: 5; hgDAF-12 ag: 2.5; DAX1 inh-1: 0.1; SMARCA2 act: -1; GAA850 FXN act: -2.1; GC-B act: 3; proKLK7 act: 0.0; hcDAF12 agonist: 1.6; DAX1 inh-2: 1.0

How did Cc1ccc(-c2nnc(N3CCCCC3)c3ccccc23)cc1S(=O)(=O)NCC1CCCO1 (stereo not given) do in these assays?
ssDAF12 agonist: -1.0; sPLA2-III inh: -10; NPR1 activator: 3; hgDAF-12 ag: -4.1; DAX1 inh-1: -1.9; SMARCA2 act: -3; GAA850 FXN act: 0.9; GC-B act: 6; proKLK7 act: 0.1; hcDAF12 agonist: -2.2; DAX1 inh-2: -0.9

What do the screens show for `O=[N+]([O-])c1ccc2nc(Cl)nc(-c3ccccc3)c2c1`?
ssDAF12 agonist: 0.1; sPLA2-III inh: -1; NPR1 activator: 14; hgDAF-12 ag: 0.5; DAX1 inh-1: -0.7; SMARCA2 act: -1; GAA850 FXN act: -0.4; GC-B act: -3; proKLK7 act: 0.2; hcDAF12 agonist: 5.5; DAX1 inh-2: 0.4

Results for COC(=O)C(C)N(C(=O)c1cccc2ccccc12)c1c(C)cccc1C (stereo not given) ?
ssDAF12 agonist: -2.5; sPLA2-III inh: -12; NPR1 activator: -29; hgDAF-12 ag: -0.7; DAX1 inh-1: -0.4; SMARCA2 act: -5; GAA850 FXN act: -2.1; GC-B act: -19; proKLK7 act: 0.9; hcDAF12 agonist: -2.5; DAX1 inh-2: -1.8

What do the screens show for `COc1ccccc1NC(=S)N(Cc1ccc(C)cc1)Cc1cccnc1`?
ssDAF12 agonist: -1.9; sPLA2-III inh: 2; NPR1 activator: 0; hgDAF-12 ag: 5.2; DAX1 inh-1: -0.2; SMARCA2 act: 0; GAA850 FXN act: -0.3; GC-B act: -1; proKLK7 act: 0.4; hcDAF12 agonist: -0.9; DAX1 inh-2: 1.0

How did CN(C(=O)CSc1ncnc2sccc12)C1CCS(=O)(=O)C1 (stereo not given) do in these assays?
ssDAF12 agonist: -1.8; sPLA2-III inh: 3; NPR1 activator: 4; hgDAF-12 ag: -0.7; DAX1 inh-1: 0.1; SMARCA2 act: -3; GAA850 FXN act: -1.0; GC-B act: -2; proKLK7 act: -0.6; hcDAF12 agonist: 1.2; DAX1 inh-2: -0.7

What do the screens show for `Cc1c(Cl)cnc(NC(=O)COC(=O)c2ccncc2)c1Cl`?
ssDAF12 agonist: -0.9; sPLA2-III inh: -2; NPR1 activator: 1; hgDAF-12 ag: 1.8; DAX1 inh-1: 0.0; SMARCA2 act: -3; GAA850 FXN act: 0.1; GC-B act: 2; proKLK7 act: 0.4; hcDAF12 agonist: -0.6; DAX1 inh-2: 1.1

How did Cc1ccc2nc(CN(C)C(=O)[C@H]3O[C@@H](n4cnc(C(N)=O)n4)[C@H](O)[C@@H]3O)[nH]c2c1 do in these assays?
ssDAF12 agonist: -1.1; sPLA2-III inh: 3; NPR1 activator: 1; hgDAF-12 ag: -0.3; SMARCA2 act: -2; GC-B act: 0; proKLK7 act: -0.2; hcDAF12 agonist: -0.7; DAX1 inh-2: -0.1

Results for CC(C)=CCC[C@@]1(C(=O)O)[C@@H]2C/C=C(\C)CC/C=C(\C)CC[C@H]1[C@]1(CC2)CO1 ?
ssDAF12 agonist: -0.6; sPLA2-III inh: -6; NPR1 activator: 2; hgDAF-12 ag: -2.9; SMARCA2 act: -1; GC-B act: 1; proKLK7 act: 0.7; hcDAF12 agonist: 1.4; DAX1 inh-2: -0.2

How did COc1ccccc1C(=O)Nc1cccc(N(C)S(C)(=O)=O)c1 do in these assays?
ssDAF12 agonist: -1.2; sPLA2-III inh: 6; NPR1 activator: 2; hgDAF-12 ag: 1.9; DAX1 inh-1: 2.4; SMARCA2 act: 1; GAA850 FXN act: 1.5; GC-B act: -2; proKLK7 act: 0.2; hcDAF12 agonist: -1.1; DAX1 inh-2: -1.1

Results for O=c1[nH]c(=O)n(-c2ccccc2)c2c1C(C(F)(F)F)(C(F)(F)F)N=C(CCC1CCCCC1)N2 ?
ssDAF12 agonist: -1.5; sPLA2-III inh: -1; NPR1 activator: -1; hgDAF-12 ag: -0.9; DAX1 inh-1: 2.0; SMARCA2 act: 8; GAA850 FXN act: 1.8; GC-B act: 2; proKLK7 act: -0.5; hcDAF12 agonist: 1.2; DAX1 inh-2: -0.1

What do the screens show for `Cc1cccc(NS(=O)(=O)c2ccc(OCC(=O)N3CCCC3)cc2)c1`?
ssDAF12 agonist: -0.6; sPLA2-III inh: 2; NPR1 activator: 1; hgDAF-12 ag: 0.2; DAX1 inh-1: 0.4; SMARCA2 act: -2; GAA850 FXN act: -1.6; GC-B act: -1; proKLK7 act: -0.2; hcDAF12 agonist: -1.4; DAX1 inh-2: -1.6

How did Cc1occc1C(=O)Nc1cccc(Cn2cccn2)c1 do in these assays?
ssDAF12 agonist: -0.3; sPLA2-III inh: -8; NPR1 activator: 1; hgDAF-12 ag: 0.5; DAX1 inh-1: -0.6; SMARCA2 act: 0; GAA850 FXN act: 1.6; GC-B act: 0; proKLK7 act: -0.3; hcDAF12 agonist: 1.9; DAX1 inh-2: 0.3

Results for Cc1cc2c(c(=O)n1C)C(Cc1ccccc1)C(C#N)=C(N)O2 (stereo not given) ?
ssDAF12 agonist: -1.4; sPLA2-III inh: -1; NPR1 activator: 4; hgDAF-12 ag: 0.1; DAX1 inh-1: 1.1; SMARCA2 act: 7; GAA850 FXN act: 3.3; GC-B act: -2; proKLK7 act: -95; hcDAF12 agonist: -0.6; DAX1 inh-2: 0.1

How did CCC1CCCCN1CCCNC(=O)Cn1c(=O)c2cccn2c2ccccc21 (stereo not given) do in these assays?
ssDAF12 agonist: -1.1; sPLA2-III inh: 6; NPR1 activator: 0; hgDAF-12 ag: 0.8; DAX1 inh-1: 0.3; SMARCA2 act: -1; GAA850 FXN act: 1.1; GC-B act: 0; proKLK7 act: 0.3; hcDAF12 agonist: 0.6; DAX1 inh-2: 0.1

What do the screens show for `CCC(=O)N1CCN=C1SCc1cc(C)ccc1C`?
ssDAF12 agonist: -1.2; sPLA2-III inh: 10; NPR1 activator: 2; hgDAF-12 ag: -0.4; DAX1 inh-1: 0.7; SMARCA2 act: -1; GAA850 FXN act: 0.2; GC-B act: 5; proKLK7 act: -0.5; hcDAF12 agonist: -1.5; DAX1 inh-2: -0.1

Screening data from PubChem.
